SIAH1 antagonists – blockers of Siah-1 interaction with plectin peptide – biochemical, fluorescence polarization, rhodamine-plectin, uHTS, primary screen (AID 1817); Siah-1 / rhodamine-plectin peptide fluorescence polarization; higher % means a stronger effect; displacement, % at 20 µM, or IC50 in µM where a hit was titrated; 0.02% of 290,000 active;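 active means displacement of at least 50% at 20 µM, with a fluorescence ratio check between 0.3 and a set limit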;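 further: plate controls were Siah plus tracer with DMSO for no effect and tracer alone without Siah for full effect; strong numbers were not always called active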
West Nile virus CPE – West Nile virus antiviral activity, cell-based, CPE readout (AID 1621). West Nile virus-infected cells, CPE inhibition; higher % means a stronger effect. CPE inhibition, % at 10 µM; hits with a dose series show IC50 in µM. 0.02% of 290,000 active; in the data active means a potency from the dose series; inconclusive means CPE inhibition mostly from about 3.7% at the one dose, without a potency; inactive means the rest, 99 in 100 with CPE inhibition below about 2.2%; further: strong numbers were not always called active
Dengue-2 NS5 capping – Dengue-2 NS5 methyltransferase inhibitors, primary screen, biochemical, confirmation dose response (AID 588689). Dengue-2 NS5 methyltransferase capping enzyme assay, biochemical; higher % means a stronger effect. one-dose inhibition, % at 25 µM; IC50 in µM for titrated hits. 0.3% of 340,000 active; in the data active means a potency from the dose series; inconclusive means inhibition above about 29% without an active follow-up result
SV40 large T antigen – TAg ATPase/helicase activity blockers – biochemical (AID 1903). 0.39% of 310,000 active. one-dose inhibition, % at 20 µM; IC50 in µM for titrated hits. SV40 large T antigen ATPase/helicase inhibition assay; higher % means a stronger effect; in the data active means a potency from the dose series; inconclusive means inhibition mostly from about 32% at the one dose, without a potency; inactive means the rest, 99 in 100 with inhibition below about 32%; further: strong numbers were not always called active
K1F lysis inhibition – protection from phage-mediated lysis, alamar blue read-out – E. coli UTI89, K1F phage, bacterial capsule biogenesis inhibitors (AID 488966); E. coli UTI89 K1F phage lysis, alamar blue, 2 h; higher % means a stronger effect; 0.02% of 340,000 active; one-dose inhibition, % at 100 µM; IC50 in µM for titrated hits;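 active means phage lysis inhibition, versus mean bacterial control, above a set limit; inconclusive means no clear call, values can overlap the other calls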;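 further: capsule biogenesis inhibitors block K1F phage lysis so surviving cells raise fluorescence; higher fluorescence means more inhibition of phage lysis; actives were called in the ten point dose series up to 300 µM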
AID2073 – inhibitors of Mint1-CaV2.2 protein interaction, biochemical, HTRF (AID 2073); inhibition, % at 20 µM, or IC50 in µM where a hit was titrated; HTRF protein-protein interaction, Mint1-CaV2.2; higher % means a stronger effect; 0.19% of 290,000 active; in the data active means inhibition mostly above about 51%, no sharp cut-off; inconclusive means no clear call, values can overlap the other calls; inactive means mostly below about 53%; further: some results filed as inactive read as strong as hits
RSV antiviral HEp-2 – RSV antiviral activity via CPE protection, HEp-2 cells, primary 10 µM value included (AID 2391); 0.13% of 310,000 active; HEp-2 cells, RSV-induced CPE inhibition; higher % means a stronger effect; CPE inhibition, % at 10 µM; hits with a dose series show IC50 in µM; in the data active means a potency from the dose series; inconclusive means CPE inhibition mostly from about 23% at the one dose, without a potency; inactive means the rest, 99 in 100 with CPE inhibition below about 21%; further: strong numbers were not always called active
MgcRacGAP inhibition – MgcRacGAP GTPase-activating activity inhibitors, confirmation, biochemical, ADP Hunter fluorescence; AID 624330; one-dose inhibition, % at 30 µM; IC50 in µM for titrated hits; MgcRacGAP-stimulated Rac1 GTP hydrolysis, ADP Hunter fluorescence; higher % means a stronger effect; GST-tagged Rac1 F28L mutant substrate; 0.6% of 340,000 active;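 active means first-screen hits whose inhibition reached a set limit at any dose in the follow-up dose series; inconclusive means inhibition above the set first-screen limit but never retested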;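 further: fluorescence reports GDP produced by GAP-driven GTP hydrolysis; strong numbers were not always called active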
NTR1 ag – NTR1-driven beta-arrestin-GFP spot formation – imaging, U2OS cells, high content, primary screen (AID 493036) | P30989 | activation, % at 20 µM | 0.17% of 330,000 active | agonist mode;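 active means activation at or above 40% of the spot to cytoplasm intensity ratio, with at least 20 cells analyzed; inconclusive means wells under 20 cells, flagged as cytotoxic or low count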;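 further: 0% = DMSO without peptide and 100% = 100 nM NTR1 peptide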
Target sequence (P30989 whole entry, looked up): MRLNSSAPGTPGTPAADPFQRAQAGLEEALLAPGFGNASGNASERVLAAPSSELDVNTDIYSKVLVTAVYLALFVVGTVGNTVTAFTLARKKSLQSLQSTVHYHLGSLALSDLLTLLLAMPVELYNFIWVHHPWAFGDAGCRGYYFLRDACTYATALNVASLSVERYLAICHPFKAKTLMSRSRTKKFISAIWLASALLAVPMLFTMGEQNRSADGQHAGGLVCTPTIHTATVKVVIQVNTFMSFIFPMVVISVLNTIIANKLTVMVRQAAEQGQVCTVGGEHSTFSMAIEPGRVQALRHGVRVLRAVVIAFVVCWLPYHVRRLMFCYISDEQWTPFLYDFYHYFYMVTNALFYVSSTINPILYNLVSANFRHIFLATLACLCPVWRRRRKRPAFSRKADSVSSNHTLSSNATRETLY
NTR1 ag cell count 20 µM – also measured in NTR1 ag; calls as there; cell count; measured here: cell count, cytotoxicity flag
Dengue-2 NS5 capping pilot replicate – recorded beside Dengue-2 NS5 capping, whose call it bears; inhibition, %; measured here: pilot screen replicate inhibition
* marks the source's active call; other numbers are inactive results; ? = inconclusive; nt = not tested or not shown; [ ] = another dose, or the depositor's remark.

SMILES	SIAH1 antagonists	West Nile virus CPE	Dengue-2 NS5 capping	SV40 large T antigen	K1F lysis inhibition	AID2073	RSV antiviral HEp-2	MgcRacGAP inhibition	NTR1 ag	NTR1 ag cell count 20 µM	others
COc1ccc(C2/C=C\CN(S(=O)(=O)c3ccc(C)cc3)[C@H](Cc3ccccc3)C(=O)N2Cc2ccc(F)cc2)cc1 (stereo partly specified)	-1%	-0.7%	-16%	31%	1.3%	0%	-1.3%	10%	-0.2	53
C[C@@H](NC(=O)c1nc[nH]c1C(=O)NCc1ccc(CNC(=O)OC(C)(C)C)cc1)c1ccccc1	nt	nt	-10%	nt	1.4%	nt	4.8%	8%	17	85
Cc1ccccc1-n1c(SCC(=O)Nc2ccccc2Cl)nc2n[nH]c(C)c2c1=N	4%	-0.2%	-2%	5%	2.3%	14%	13%	8%	12	66
CCOc1ccc(OCC)c(NC(=O)C2CCN(c3nn4c(=O)cc(C)nc4s3)CC2)c1	-2%	0.2%	1%	11%	0.1%	-2%	8.9%	13%	1.1	38
CC(c1ccon1)N(C)Cc1c(C(=O)N(C)Cc2ccccc2)nc2ccccn12 (stereo unspecified)	0%	-1.1%	-3%	-1%	-1.8%	-3%	0.2%	6%	2.2	38
CCOC(=O)Cc1csc(/C(=N/O)C(N)=O)n1	-4%	0.2%	1%	0%	0.7%	7%	1.0%	19%	0.3	57
O=C(CN1CCCCC1)Nc1nc(-c2ccccc2)cs1	3%	0.2%	3%	26%	0.1%	2%	1.1%	13%	1.8	84
Cc1sc(-c2c(C#N)c(N)nc3c2CCCCCC3)cc1[N+](=O)[O-]	nt	nt	?	21%	0.1%	nt	0.0%	2%	1.4	45
Cc1cc(C(=O)NN)c(Cl)cc1Cl	0%	0.7%	-3%	10%	0.3%	10%	0.8%	5%	-1.9	158
CCc1ccc(NC(=O)CC2C(=O)N(c3cccc(OC)c3)C(=O)N2CCOC)cc1 (stereo unspecified)	10%	-0.9%	-5%	4%	-0.1%	-3%	1.3%	5%	0.9	70	Dengue-2 NS5 capping pilot replicate=2.1
C=CCn1c(C(CC)CC)nc2ccccc21	-2%	0.1%	nt	17%	nt	9%	-1.6%	nt	0.8	41
Cc1c(C(=O)NCC2CCCO2)sc2nc(-c3ccc(F)cc3)cn12 (stereo unspecified)	2%	0.3%	-3%	10%	3.4%	2%	2.3%	8%	-1.7	73
COc1ccc(/C=C/C(=O)Nc2cccc(S(=O)(=O)NC3=NCCCCC3)c2)cc1OC	nt	nt	9%	nt	0.7%[50 µM]	nt	1.3%	4%	1.2	84
COc1ccc(CCNC(=O)CSc2nc(O)c(CCC(C)C)c(=O)[nH]2)cc1OC	7%	-0.8%	5%	25%	1.4%	1%	1.4%	6%	-0.7	44
O=C(NCc1cccnc1)C1c2ccccc2C(=O)N1Cc1ccccc1 (stereo unspecified)	0%	1.0%	1%	8%	0.1%	-1%	-0.6%	7%	-1.1	86
C=CCNC(=O)C(=O)NN=C1CCN(C)CC1	1%	0.2%	-4%	-4%	0.6%[50 µM]	1%	1.6%	9%	-0.5	66
CCCN(C(=O)CSCc1ccccc1C)c1c(N)n(Cc2ccccc2)c(=O)[nH]c1=O	nt	nt	-10%	15%	-0.2%[50 µM]	nt	-1.2%	1%	0.6	63
COc1ccc(OC)c(NS(=O)(=O)c2ccc(Cl)s2)c1	-3%	0.5%	-5%	4%	-0.2%	8%	4.0%	10%	-0.4	91
O=C(Nc1ccc2c(c1)OCO2)C1CC(c2cccc(Br)c2)=NO1 (stereo unspecified)	1%	-1.3%	-10%	-9%	0.2%	5%	0.8%	9%	-0.1	60
Cc1ccc(N(C(=O)c2sc(C)nc2C)C(C(=O)NC(C)(C)C)c2ccncc2)cc1 (stereo unspecified)	0%	0.0%	2%	14%	0.9%	16%	1.2%	6%	-0.4	32
CCCCc1ccc(NC(=O)C2CCN(S(C)(=O)=O)CC2)cc1	1%	-0.1%	3%	10%	0.2%	1%	0.4%	0%	-1.4	76
Cc1cccc(CSCCNC(=O)CN2C(=O)c3ccccc3S2(=O)=O)c1	4%	1.0%	-7%	8%	-0.1%	16%	1.9%	2%	1.4	53
O=C(NCCc1ccc(O)cc1)c1ccc(Cl)cc1	2%	0.1%	-2%	?	-0.5%	0%	1.7%	?	2.3	20
COc1ccc(C)cc1N(CC(=O)NC1CCCC1)C(=O)CCC(=O)Nc1cc(C)on1	4%	-0.1%	-9%	6%	4.6%	7%	4.3%	5%	3.3	52
O=c1c2ccccc2nc(-c2ccc(Cl)cc2Cl)n1CCCn1ccnc1	-3%	-0.1%	-4%	-3%	0.2%	-10%	2.2%	9%	0.6	51
CCN(CC)c1ccc(NC(=O)CCc2nnc3ccc(N4CCCC4)nn23)c(C)c1	4%	-0.7%	-1%	nt	3.7%	-11%	1.2%	30%	9.6	62
COc1ccc(NC(=S)NCCCc2ccccc2)cc1	3%	-1.5%	-5%	10%	0.2%	-3%	1.8%	1%	-0.7	84
COc1ccc(N=C2SCC(=O)N2Cc2ccccc2)cc1	8%	-0.8%	-5%	1%	0.1%	-6%	?	7%	1.1	70
CCOc1ccccc1NC(=O)NCc1ccccc1	1%	-0.2%	nt	4%	0.3%	-6%	-0.3%	-2%	-0.5	85
CCOc1ccc(CCNC(=O)c2nn(C)c3c2CS(=O)(=O)c2ccccc2-3)cc1	8%	0.5%	6%	17%	0.2%	8%	?	14%	4.1	68
CC(C)C(=O)Nc1c2c(nn1-c1ccccc1)CSC2	3%	-0.3%	-4%	7%	0.3%	14%	0.9%	6%	0.6	64
S=c1nc(-c2ccccc2Cl)n(Cc2cccnc2)c2c1CCCC2	-3%	-0.4%	-4%	9%	0.7%	16%	0.8%	3%	-0.2	63
c1ccc2c(c1)CCN(c1ncnc3c1[nH]c1ccccc13)C2	0%	nt	-6%	3%	-0.3%	3%	8.6%	8%	28	67
O=C(NC1CCCC1)c1ccc(CS(=O)(=O)c2ccc(Br)cc2)o1	-2%	-0.3%	-12%	7%	4.0%	0%	-0.4%	-9%	4.1	56
CC(C)Cn1c(SC(C)C(=O)Nc2ccc3c(c2)OCCO3)nc2ccccc2c1=O (stereo unspecified)	0%	-1.4%	-6%	7%	1.2%	9%	nt	12%	nt	nt
COCCCNC(=O)c1cccc2c(=O)c(C)c(-c3ccccc3)oc12	-6%	0.9%	-1%	-4%	5.3%	4%	1.2%	0%	3.5	66
CCOc1cccc(CNCCO)c1OCc1ccc(Cl)cc1	0%	-0.6%	nt	8%	6.0%	-12%	-0.8%	3%	1.7	56
COc1cccc2sc(=NC(=O)CS(=O)(=O)c3ccc(F)cc3)n(C)c12	nt	nt	5%	8%	1.1%[50 µM]	nt	0.0%	5%	1.8	55
Cc1ccc(C(=O)NNC(=O)CSc2nnc(C3CC3)n2C)cc1	0%	-0.4%	-12%	-1%	0.0%	3%	1.0%	-4%	0.0	36
CC(C)c1nc(-c2ccccn2)no1	5%	1.5%	2%	0%	0.9%	-6%	3.0%	2%	-0.9	78	Dengue-2 NS5 capping pilot replicate=-1.7
O=C(COc1nsnc1N1CCOCC1)N/N=C/c1ccccc1O	-1%	-0.9%	-6%	4%	1.0%[50 µM]	11%	0.9%	8%	-1.8	43
O=C(Cn1cnc2ccccc21)Nc1ccc2c(c1)OCCCO2	nt	nt	-4%	nt	1.8%[50 µM]	nt	-0.9%	5%	-1.6	52
O=[N+]([O-])c1cccc(/C=C/c2ccc3cccc(O)c3n2)c1	-9%	-0.2%	3%	4%	0.8%[50 µM]	8%	3.3%	10%	7.6	73
Oc1cnc2ccccc2c1CN1CCOCC1	3%	-0.3%	1%	18%	3.5%	7%	1.3%	4%	-3.2	58
N#Cc1cc2ccccc2nc1SCc1ccccn1	-1%	1.6%	-6%	8%	1.4%	-8%	3.0%	7%	4.2	63
COc1ccccc1CNC(=O)COC(=O)Cc1c(Cl)cccc1Cl	-4%	-0.7%	-7%	0%	0.0%	9%	-0.7%	4%	0.2	95
Cc1cccnc1NC(=O)C1CCCN1S(=O)(=O)c1ccc(Cl)cc1 (stereo unspecified)	7%	-0.3%	-3%	18%	0.3%	3%	-0.1%	2%	-0.2	58
O=C(CSc1nnc(NC(=O)c2ccco2)s1)NC1CCCC1	0%	0.9%	7%	-2%	0.2%	-2%	1.5%	4%	-2.2	95
COc1ccc(C)cc1S(=O)(=O)N1c2ccc(C)cc2C2CN(C)CCC21 (stereo unspecified)	nt	nt	-2%	nt	3.5%[50 µM]	nt	nt	4%	0.4	66
O=C(Cn1c2c(sc1=O)C1c3ccccc3OCC1CS2)Nc1ccc(Cl)c(Cl)c1 (stereo unspecified)	0%	-1.4%	-6%	8%	0.7%	-10%	0.6%	7%	nt	nt
CCc1ccccc1NC(=O)N1C2CCCC1CC(NC(=O)C(C)(C)C)C2 (stereo unspecified)	1%	-0.5%	-3%	12%	0.6%	-6%	0.7%	8%	-2.1	83
Cc1ccnc(N2CCC(C(=O)NCc3ccc(F)cc3)CC2)n1	-5%	-0.5%	-16%	2%	-0.3%	1%	0.9%	-2%	-0.3	61
CCn1ncc(-c2ccnc3cc(C(=O)O)nn23)c1C	-6%	0.5%	-4%	4%	-1.8%	68%*	-0.3%	1%	-1.6	82
CC(C)(C)CC(=O)NC(=S)NCc1ccco1	7%	-1.0%	-6%	9%	0.2%	-1%	2.9%	-2%	0.1	34
COCCCn1[nH]c2c3c(ccc2c1=O)C(=O)c1ccccc1C3=O	-1%	-0.3%	5%	34%	-0.5%	-17%	-1.6%	28%	0.0	53
CCc1nc(C)ccc1OCC(=O)N(CC)CC	6%	-0.4%	0%	18%	0.8%	-7%	-1.0%	23%	-1.2	48
CCc1cccc(C)c1N(C(=O)Cn1c(COC)nc2ccccc21)C(C)COC (stereo unspecified)	4%	-1.7%	-1%	10%	-0.2%	0%	0.0%	5%	1.2	78
CC1CCCC(C)N1C(=O)COC(=O)c1ccc(Br)c(S(=O)(=O)N2CCOCC2)c1 (stereo unspecified)	nt	nt	2%	nt	-1.9%	nt	nt	7%	-0.8	65
O=C(Cc1ccccc1)NNC(=O)c1cnccn1	-4%	0.8%	-8%	6%	2.0%[50 µM]	-9%	3.3%	1%	-0.2	53
Cc1csc(NC(=O)CSc2[nH]c(=O)ncc2C)n1	nt	nt	-1%	22%	0.5%[50 µM]	nt	0.1%	8%	-1.2	44
O=C(CN1CCN(c2ccccn2)CC1)Nc1ccc(F)cc1F	-2%	-0.1%	-3%	0%	0.2%	9%	-1.5%	3%	1.2	50

Screening results as filed in PubChem.
